Screening data: PubChem, National Center for Advancing Translational Sciences (NCATS)
12-LOX inh: Primary qHTS assay for inhibitors of human arachidonate 12S-lipoxygenase (ALOX12): Round 2 | Polyunsaturated fatty acid lipoxygenase ALOX12 (Homo sapiens), P18054 | purified 12hLO, xylenol orange hydroperoxide absorbance | Potency, µM (titrated, usually from 108 µM), without a hit: top-dose activity change, negative = inhibition, usual class: inhibitors | 580,000 compounds, 1.1% hits; also: % is scaled to controls: 0 for no effect and ±100 for the full control effect
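Purified human 12hLO at 150 nM in 25 mM Hepes, 0.01% Triton X-100, pH 7.0, preincubated 15 min at room temperature with compound. Reaction started with 40 uM arachidonic acid, 30 min at room temperature. Hydroperoxide measured by Fe-xylenol orange, 573/405 nm absorbance ratio.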
RGS4 inhibitor: Inhibitors of Regulator of G Protein Signaling (RGS) 4: qHTS | Regulator of G-protein signaling 4 (Homo sapiens), P49798 | Transcreener GDP fluorescence polarization, RGS4-accelerated GTP hydrolysis | Potency, µM (top dose mostly 114 µM), for the others: top-dose activity change, negative = inhibition, hits mostly inhibitors | 390,000 compounds, 0.039% hits | AID 504845, 2011; also: % is scaled to controls: 0 for no effect and ±100 for the full control effect; nearly all actives have a fitted effect of over 75% in size; some results filed as inactive show a strong effect at the top dose
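MLSMR compounds (23 nl, pin-transferred) preincubated 10 min at room temperature with a 500nM (2x) first reagent, then RGS4 at 900nM (2x) plus Transcreener GDP mix added; fluorescence polarization (620/688 nm) read before and after 90 min at 30 °C.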
ERG-DNA inh: qHTS for Small Molecule Inhibitors of the ERG Ets/DNA interaction. Transcriptional regulator ERG (Homo sapiens), P11308. fluorescence polarization, His-ERG Ets domain / labelled DNA. Potency, µM (titrated, usually from 76.9 µM), for the others: at the highest dose FP activity, negative = inhibition, actives largely listed as inhibitors. 370,000 compounds, 0.028% hits. AID 624246, 2012; active = well fitted inhibition curve with a large enough effect in the polarisation, with a control signal flat; inconclusive = small, poorly fitted or top-dose-only effect, or effect the other way, or a change in a side signal; inactive = no such curve, though single readings can be large or run the other way; the % refers to the polarisation;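 also: polarization taken with two DNA probes labelled with fluorescein and Texas red; % of control where 0% means no effect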
Target sequence (P11308 whole entry, looked up, the tested form may be a part): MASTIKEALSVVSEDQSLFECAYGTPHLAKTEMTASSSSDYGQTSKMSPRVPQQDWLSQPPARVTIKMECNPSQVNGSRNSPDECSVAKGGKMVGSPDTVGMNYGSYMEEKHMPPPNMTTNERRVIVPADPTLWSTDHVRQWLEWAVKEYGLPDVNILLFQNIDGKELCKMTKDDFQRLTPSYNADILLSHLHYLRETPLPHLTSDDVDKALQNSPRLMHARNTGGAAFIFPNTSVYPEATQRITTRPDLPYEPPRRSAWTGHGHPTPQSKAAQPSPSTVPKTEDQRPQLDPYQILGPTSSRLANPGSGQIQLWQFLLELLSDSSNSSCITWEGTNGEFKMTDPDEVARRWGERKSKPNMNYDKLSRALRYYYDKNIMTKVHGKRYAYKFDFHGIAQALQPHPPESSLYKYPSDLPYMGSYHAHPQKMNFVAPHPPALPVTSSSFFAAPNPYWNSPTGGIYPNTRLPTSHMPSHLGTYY
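His-tagged ERG Ets domain (1 uM in the protein solution; 300mM KCl, 50mM Tris-HCl, 1mM EDTA, 1mM DTT, pH 7.5) received compound, then a probe mix of 5 nM fluorescein-DNA and 100nM Texas-615-DNA. Fluorescence polarization was read for both dyes.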
HP1b binding inh: HTS for Inhibitors of HP1-beta Chromodomain Interactions with Methylated Histone Tails. Chromobox protein homolog 1 (Homo sapiens), P83916. AlphaScreen HP1-beta / biotin-H3K9me3 peptide binding. Potency, µM (top dose mostly 114 µM), for inactives: at the top dose activity change, negative = inhibition, most hits filed as inhibitors. 390,000 compounds, 0.56% hits; also: nearly all actives have a fitted effect of over 70% in size; inactives centre near 23
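HP1-beta protein (50 nM final) preincubated 30 min at room temperature with biotinylated H3(1-18)K9me3 peptide (50 nM) in PBS pH 7.4, 0.01% Tween-20, then compound added for 30 min. AlphaScreen streptavidin donor/nickel chelate acceptor beads (10 ug/mL final), 30 min dark, luminescence read.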
rTrxR1 inhibitor: qHTS Assay for Inhibitors of Mammalian Selenoprotein Thioredoxin Reductase 1 (TrxR1): qHTS; Thioredoxin reductase 1, cytoplasmic (Rattus norvegicus), O89049; recombinant rTrxR1, NADPH fluorescence consumption, selenite substrate; Potency, µM (titrated, usually from 114 µM), for the others: top-dose activity change, negative = inhibition, hits mostly inhibitors; 390,000 compounds, 1% hits; AID 588453, 2011; also: % is scaled to controls: 0 for no effect and ±100 for the full control effect; nearly all actives have a fitted effect of over 65% in size
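Rat TrxR1 (90 nM in the dispensed reagent) was pre-reduced with 400 uM NADPH for 5 min at room temperature, then incubated with compound for 15 min. After 400 uM selenite was added, NADPH fluorescence (Ex 340/Em 450 nm) was followed for 8 min.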
Pin1 inh: qHTS Assay to Find Inhibitors of Pin1; Peptidyl-prolyl cis-trans isomerase NIMA-interacting 1 (Homo sapiens), Q13526; Potency, µM (top dose mostly 115 µM), for the others: at the top dose activity, negative = inhibition, actives largely listed as inhibitors; 390,000 compounds, 0.009% hits; Pin1 FP peptide displacement, HiFluor488, 10 min; active = well fitted inhibition curve with a large enough effect in the polarisation, with a control signal flat, not every such curve was filed as active; inconclusive = small, poorly fitted or top-dose-only effect, or effect the other way, or a change in a side signal; inactive = no such curve, though single readings can be large or run the other way; the % refers to the polarisation; also: % is scaled to controls: 0 for no effect and ±100 for the full control effect
Target sequence (Q13526 whole entry, looked up): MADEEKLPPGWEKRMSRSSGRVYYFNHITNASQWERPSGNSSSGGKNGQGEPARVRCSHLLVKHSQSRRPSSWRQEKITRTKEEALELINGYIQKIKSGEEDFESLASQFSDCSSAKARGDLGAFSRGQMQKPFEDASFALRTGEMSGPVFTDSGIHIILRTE
JMJD2A Tudor inh: qHTS Assay for Inhibitors of JMJD2A-Tudor Domain; Lysine-specific demethylase 4A (Homo sapiens), O75164; AlphaScreen JMJD2A-Tudor / H3K4me3 peptide binding; Potency, µM (highest dose often 114 µM), without a hit: at the highest dose activity change, negative = inhibition, hits mostly inhibitors; 390,000 compounds, 4.4% hits; also: % is scaled to controls: 0 for no effect and ±100 for the full control effect; nearly all actives have a fitted effect of over 50% in size
GLS inh: qHTS for Inhibitors of Glutaminase (GLS); AID 624170, 2012; Glutaminase kidney isoform, mitochondrial (Homo sapiens), O94925; Potency, µM (top dose mostly 45.5 µM), without a hit: at the highest dose activity change, negative = inhibition, usual class: inhibitors; 410,000 compounds, 0.21% hits; GLS enzymatic activity, qHTS titration; also: % is scaled to controls: 0 for no effect and ±100 for the full control effect
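Coupled fluorescence readout: glutamate oxidase/HRP/Amplex Red detect glutamate formed by hKGA from L-glutamine (1 mM solution added). Buffer 45 mM KH2PO4 pH 8.2, 0.02% Tween-20; reads at t0 and 30 min RT.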
Tb PGK inh: qHTS Assay to Find Inhibitors of Phosphoglycerate Kinase; Phosphoglycerate kinase, glycosomal (Trypanosoma brucei brucei), P07378; PGK/GAPDH coupled, Kinase-Glo luminescence, 60 min; Potency, µM (highest dose often 57.5 µM), for the others: at the highest dose activity change, negative = inhibition, most hits filed as inhibitors; 380,000 compounds, 0.043% hits; AID 602233, 2012; also: % is scaled to controls: 0 for no effect and ±100 for the full control effect; nearly all actives have a fitted effect of over 60% in size
Target sequence (P07378 whole entry, looked up): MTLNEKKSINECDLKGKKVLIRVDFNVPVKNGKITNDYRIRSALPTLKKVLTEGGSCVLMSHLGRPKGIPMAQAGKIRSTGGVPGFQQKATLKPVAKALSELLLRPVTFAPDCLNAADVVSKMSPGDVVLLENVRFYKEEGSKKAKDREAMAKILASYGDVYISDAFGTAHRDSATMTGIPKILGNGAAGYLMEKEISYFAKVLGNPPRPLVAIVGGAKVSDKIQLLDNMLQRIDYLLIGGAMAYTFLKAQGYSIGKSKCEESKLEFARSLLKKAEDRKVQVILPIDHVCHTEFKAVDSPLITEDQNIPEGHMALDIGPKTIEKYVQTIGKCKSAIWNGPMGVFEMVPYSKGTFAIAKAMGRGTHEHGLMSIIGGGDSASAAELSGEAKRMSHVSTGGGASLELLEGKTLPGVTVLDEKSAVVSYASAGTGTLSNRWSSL
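Recombinant glycosomal PGK reaction used 1,3-bisphosphoglycerate generated in-well by GAPDH (100nM final) in 100mM TEA pH 7.6, 5mM MgCl2, 0.01% Tween-20. After 60 minutes at room temperature, ATP was read by Kinase-Glo Plus luminescence end-point.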
Active calls of the source: *; i = inactive; ? = inconclusive; nt = no result given; [ ] = another dose, or the depositor's remark. Unless noted, calls follow the shape of the dose curve; as a rule, active = well fitted curve in the direction sought with a large enough effect; inconclusive = small, poorly fitted or top-dose-only effect, or another doubt; inactive = no such curve, though single readings can be large; an effect the other way counts as inactive or inconclusive. Potency is read from the fitted curve at half-maximal effect. This is a subset. The share of hits here may be higher or lower than overall.

12-LOX inh,RGS4 inhibitor,ERG-DNA inh,HP1b binding inh,rTrxR1 inhibitor,Pin1 inh,JMJD2A Tudor inh,GLS inh,Tb PGK inh,SMILES
-14.5%[57.4 µM],17.0%,nt,-7.1%,0.7%,3.9%,-22.5%,52.1%[activator],-7.7%,Cc1c(N=C/C=C2\N(C)c3ccccc3C2(C)C)c(=O)n(-c2ccccc2)n1C
-23.8%,6.5%,-10.1%,34.6%,14.1%,-2.9%,7.1%,-0.4%,i,CSc1ccccc1NC(=O)c1ccc(C)o1
-19.8%,29.8%,-5.7%,36.0%,-2.7%[57.1 µM],-3.9%,0.0%,2.5%,7.8%,O=C(COC(=O)COc1ccccc1)Nc1ccc(Br)cc1F
6.1%,14.2%,-1.3%,29.5%,18.0%,-2.7%,-0.6%,-2.4%,-3.9%,COc1ccccc1NC(=O)COC(=O)C1CCCC1
nt,10.7%,2.0%,4.8%,7.7%,2.1%,-22.8%,4.0%,-6.2%,O=C(NCCC1=CCCCC1)c1c(O)nc2sccn2c1=O
13.9%,11.5%,-3.4%,37.3%,-6.5%,-1.4%,-6.3%,-5.3%,5.6%,COc1ccc(CNC(=O)COc2ccc(F)cc2)cc1
4.8%,-8.4%,3.6%,53.5%[activator],-5.4%,1.4%,-11.7%,5.0%,-3.0%,CCCCNC(=O)C1CCN(S(=O)(=O)c2ccc3c(c2)CC(C)N3C(=O)C2CC2)CC1 (stereo unspecified)
2.9%,21.1%,9.9%,25.0%,11.8%,9.6%,-4.8%,-4.3%,2.9%,CSc1ccccc1C(=O)Nc1ccc2c(c1)OCO2
-16.8%,-1.0%,-2.7%,23.4%,21.0%,-4.1%,4.8%,-8.4%,5.2%,Cc1cc(C)cc(NC(=O)Cn2cc(C(=O)C3CCCCC3)c3ccccc32)c1
121.5%[activator],19.6%,-3.2%,6.5%,1.1%[57.1 µM],4.9%,-12.4%,-0.3%,i,CCc1ccc(NC(=O)CSc2nnc(-c3cccs3)n2CC)cc1
?,10.0%,-9.5%,-20.1%,22.1%,6.2%,-24.8%,11.7%,-3.0%,CN(C)c1ccc(NC(=O)c2cccc(N3C(=O)C4C5C=CC(C5)C4C3=O)c2)cc1 (stereo unspecified)
4.5%,2.0%,7.3%,0.4%,4.4%,0.2%,-11.6%,-2.5%,-3.6%,CCC(C)NC(=O)Cn1c(=O)n(-c2ccc(OC)c(OC)c2)c(=O)c2ccccc21 (stereo unspecified)
5.8%,24.8%,-0.4%,2.0%,-6.5%,-3.4%,-11.0%,9.2%,0.4%,CCN(CC(=O)NCc1cccs1)C(=O)c1ccc(NS(=O)(=O)c2cccc([N+](=O)[O-])c2)cc1
-11.6%,6.3%,1.3%,25.4%,1.5%,3.6%,-16.2%,1.7%,-6.9%,Clc1cccc(Oc2ncc(CN3CCOCC3)s2)c1
10.1%,4.1%,-4.9%,0.5%,1.5%,0.8%,-16.6%,0.6%,-7.1%,CN(C)c1ccc(/C=N/NC(=O)CCCCCNC(=O)c2ccccc2)cc1
0.0%,15.0%,9.3%,33.0%,-3.3%,-2.9%,9.6%,11.5%,-0.6%,CCC(CC)C(=O)N1c2ccc(F)cc2CCC1C (stereo unspecified)
0.0%,-8.8%[11.4 µM],-0.1%,27.7%,6.9%,5.4%,-18.3%[11.4 µM],-6.0%,-3.8%,CC1CCN(C(=O)/C(=C/c2ccccc2Cl)c2ccccc2)CC1
-5.7%,-27.5%,6.1%,45.4%[activator],-8.0%,-6.0%,-10.4%,4.7%,-0.6%,CCN(C(=O)CSc1nc(C)c(C)c(C)n1)C1CCS(=O)(=O)C1 (stereo unspecified)
-2.8%,-5.7%,-4.2%,-4.7%,13.6%,2.3%,-18.7%,8.3%,i,Cc1cc(NC(=O)CCC(=O)N(CC(C)C)C(C(=O)NC(C)(C)C)c2ccccc2Cl)no1 (stereo unspecified)
9.0%,24.0%,-2.9%,49.4%[activator],2.1%,1.3%,1.4%,-0.1%,-3.5%,Cc1cccc(CNC(=O)CCc2nnc(C3CCCCC3)o2)c1
9.2%,-12.3%,9.2%,38.5%,18.0%,2.7%,-8.5%,1.4%,-4.1%,COC(=O)C(Cc1ccccc1)NC(=O)CCC(=O)NC(C)CCc1ccccc1 (stereo unspecified)
56.8%[activator],-28.9%,6.3%,18.6%,-5.6%,-1.0%,-14.0%,39.2%[activator],i,O=C(CN1C(=O)COc2ccc(Cl)cc21)Nc1ccc(N2CCOCC2)cc1
-1.0%,25.8%,-0.5%,0.3%,-0.6%[57.1 µM],-2.8%,-6.3%,-9.1%,-0.1%,Cc1nc2nc(C)c(NS(=O)(=O)c3ccc(C4CCCCC4)cc3)c(=O)n2[nH]1
34.3%[activator],3.5%,-27.1%,11.1%,23.8%,5.5%,-5.4%,1.3%,0.5%,Nc1nc2ccc(-c3nc4ccccc4o3)cc2s1
-6.6%,18.5%,-1.3%,8.9%,-17.7%,8.4%,-16.5%,10.1%,6.4%,Cc1oc(C(=O)Nc2ccc(C(=O)O)cc2)cc1COc1ccccc1
-11.6%,-24.7%,-1.2%,43.0%,6.6%[57.1 µM],-2.5%,-2.2%,11.8%,i,CCOC(=O)c1ccc(NC(=O)C2C3CCC(C3)C2C(=O)O)cc1 (stereo unspecified)
?,6.0%,5.8%,18.9%,35.5%,-1.8%,-24.6%,0.2%,5.1%,O=C(NCc1nc2ccccc2[nH]1)C1=C[C@H](c2ccc3c(c2)OCO3)C[C@H](OCCCCO)O1
i,6.4%,-2.6%,31.8%,14.8%,-12.1%,-6.2%,-0.9%,-3.0%,O=C(c1ccc2c(c1)OCO2)N1CCN(S(=O)(=O)c2ccccc2)CC1
-13.0%,-30.6%,-4.1%,9.3%,-9.1%[57.1 µM],?,-34.5%,-4.9%,-4.4%,COc1ccc(-c2ccc3c(c2)S(=O)(=O)c2cccc(C(=O)N4CCN(c5c(Cl)cncc5Cl)CC4)c2C3=O)cc1OC
48.7%[activator],9.0%,8.0%,23.6%,11.7%,-3.1%,-10.8%,4.5%,-0.5%,O=C(NCC(c1ccc(F)cc1)N1CCOCC1)c1ccc(-c2ccccc2)cc1 (stereo unspecified)
-0.5%,-13.8%,0.6%,34.5%,-14.3%,-4.8%,-6.2%,-16.0%,-6.9%,Cc1cc(=O)oc2cc(OCC(=O)OCC(=O)N(CCC#N)c3ccccc3)ccc12
-11.1%,-42.0%,-1.3%,27.8%[57 µM],5.4%[57.1 µM],2.9%,-8.4%,-4.6%,-5.2%,Cc1cc(C)c2c(=O)cc(CSCC(=O)Nc3ccccc3Cl)[nH]c2c1
12.2%,-18.0%,3.8%,43.8%[activator],12.2%[57.1 µM],8.7%,-4.5%,-2.8%,-14.0%,O=C(CSc1ccc(-c2ccccc2)nn1)N1CCCCC1
27.1%,-39.6%,-4.2%,76.3%[activator],3.9%,13.1%,-10.7%,9.7%,-2.1%,COc1ccc(S(=O)(=O)n2ccc(-c3cnc(-c4ccccc4)s3)n2)cc1
?,-2.0%,10.5%,16.5%,-4.9%[57.1 µM],0.0%,-31.1%,8.4%,-4.7%,CC(C)[C@H](NS(=O)(=O)c1ccccc1)C(=O)OCC(=O)Nc1ccccc1Sc1ccccc1
-10.9%,-49.6%,-2.4%,26.9%,21.8%[57.1 µM],-5.6%,-23.1%,-7.8%,-5.9%,Fc1cccc(Cl)c1CSc1ccc2nnc(-c3ccccn3)n2n1
5.9%,-4.3%,-0.2%,8.7%,12.1%,-1.3%,-17.2%,3.9%,-9.2%,CCCCn1c(N)c(N(CCOC)C(=O)COC(=O)COc2cccc(C(C)=O)c2)c(=O)[nH]c1=O
2.5%,-13.5%,-3.7%,40.9%[activator],21.5%,-6.7%,12.8%,-0.3%,-2.2%,CSc1ccccc1NC(=O)CCn1c(=O)oc2ccccc21
0.1%,7.7%,-5.5%,4.4%[57 µM],11.7%[57.1 µM],-3.5%,-17.2%,-5.1%,0.0%,CC(=NNC(=O)c1ccncc1)c1cccc(Cl)c1
17.8µM*,?,-8.9%,?,?,0.3%,?,23.8%,-2.0%,O=C(NC(=S)Nc1cccc2c(O)cccc12)c1cccc(Br)c1
